Screening results: PubChem, Broad Institute
PAX8 inh HTS: inhibitors of PAX8-driven TPO luciferase reporter, primary screen, RMG-I cells, single concentration. SteadyGlo, 24 h. inhibition, % at 12.6 µM. 1.2% of 360,000 active;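 active means mean replicate inhibition at least 60% with every replicate also reaching 60%; inconclusive means only one of the two criteria is met; inactive means mean below 60% and not all replicates reaching 60%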;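 further: luciferase light reporting Pax8 driven TPO promoter activity; plate controls were median of neutral control wells for no effect and mitoxantrone controls for full effect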
FN deposit inh: inhibitors of fibronectin matrix deposition, primary screen, AH1F cells, Alexa488-fibronectin fluorescence, plate reader; inhibition, % at 12.6 µM; 0.086% of 350,000 active; AID 743247, 2014; AH1F fibroblasts, overnight;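 active means mean inhibition across replicates of 30% or more, regardless of how many single replicates reach that level; inconclusive means mean under 30% yet at least half of replicates reach 30%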;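 further: positive control wells lacked labelled fibronectin entirely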
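test system = AH1F fibroblasts assembling fluorescent fibronectin matrix | quantity = 10000 AH1F cells per well | buffer or medium = DMEM plus 2% serum, read in PBS | doses = single dose, pinned | incubation = 1 h cell attachment, overnight exposure to compound and label | detection = fluorescence at 485 nm excitation, 525 nm emission | read-out basis = inhibition from reduced deposited-fibronectin fluorescence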
LGR2 antag: inhibitors of bursicon-induced LGR2 CRE-luciferase signal, primary screen, cell-based, HEK293, CRE-luciferase reporter, bursicon stimulation | bursicon-stimulated, 4 h | inhibition, % at 9.99 µM | 0.35% of 380,000 active | AID 720647, 2013;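 active means drop in luminescence signal, shown as inhibition above about 50% in the replicate tests, limit read from the data, passing the limit was not always enough; inconclusive means probably only some replicates passing the limit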;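 further: agonist challenge used bursicon conditioned medium at about half maximal strength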
Numbers without * were called inactive; u = inconclusive.

Structure	PAX8 inh HTS	FN deposit inh	LGR2 antag
Cc1nn(CC(=O)Nc2ccc(Cl)c(S(=O)(=O)N(C)C)c2)c(C)c1[N+](=O)[O-]	1	6	6
O=[N+]([O-])c1cccc2ccc(/C=C/c3cccc(Br)c3)nc12	-53	2	21
COc1ccc(N2CCN(c3c(S(=O)(=O)c4ccccc4)cnc4ccc(OC)cc34)CC2)cc1	-7	3	-5
CCN(CC)c1ccc(/C=N/Nc2cccc(C)c2)c(O)c1	-8	6	-10
Cc1c2ccccc2nc2c(F)c(NC(C)C)c(F)c(F)c12	-78	7	-71
COc1ccccc1OCCNC(=O)/C=C/c1ccc([N+](=O)[O-])cc1	-18	-1	-24
CCOc1ccc(-c2nc(N)ncc2-c2ccc(OC)cc2)c(O)c1	9	0	5
Fc1ccc(Nc2c(-c3ccco3)nc3ccccn23)cc1	-18	2	-5
C/C(=N/Nc1ccc(C(=O)O)cc1)c1ccc(O)c(O)c1O	-17	1	0
Cc1ccc(O)c(-c2cc(C(=O)Nc3ccc(S(=O)(=O)Nc4nc(C)cc(C)n4)cc3)[nH]n2)c1	10	0	14
CCNC(=O)c1ccccc1NC(=O)c1cccc(S(=O)(=O)N2CCOCC2)c1	1	-4	-20
Cc1cc(Oc2nc3c(C)cccn3c(=O)c2/C=C(\C#N)S(=O)(=O)c2ccccc2)ccc1Cl	-1	-2	3
CONC(=O)Nc1ccccc1[N+](=O)[O-]	-15	-6	-1
Fc1ccc(CNCc2ccc(Br)cc2)cc1	18	-6	7
CN1C(=O)[C@@H]2[C@@H]3C[C@@H]([C@H]4ON=C(c5ccc(Cl)cc5Cl)[C@@H]34)[C@@H]2C1=O	-16	-2	8
O=C(Nc1ccccc1C(=O)N/N=C/c1ccco1)c1ccc(F)cc1	-1	2	-4
Cc1ccc(N(C(=O)c2ccc(CN3CCOCC3)o2)C(C(=O)NCCC(C)C)c2cccs2)c(C)c1 (configuration not stated)	-10	-1	5
Cc1ccc(C)c(OCC(O)CN2CCC(CN3C(=O)c4cccc5cccc(c45)C3=O)CC2)c1 (configuration not stated)	-4	-1	19
CC(=O)c1ccc(OCCCC(=O)Nc2cccc(S(=O)(=O)N(C)C)c2)cc1	-30	-3	19
O=c1nc(Nc2ccccc2)sc2ccc([N+](=O)[O-])cc12	-1	4	-1
Cc1ccc(NC(=O)CNc2ccc(Cl)cc2F)cc1	-7	-11	29
CC(=O)Nc1c(NC(=O)CC#N)[nH]c2c(c1=O)c(=O)n(C)c(=O)n2C	-12	-4	19
Cc1ccc(NC(=O)c2ccoc2C)cc1C	-72	4	-73
CCc1ccc(-c2ccc(C(=O)O)c(C)n2)cc1	-42	2	-2
Cc1ccccc1CNC(=O)c1ccc(Cl)c([N+](=O)[O-])c1	9	14	-11
Cc1c2ccccc2cc[n+]1CCCS(=O)(=O)[O-]	10	0	-2
S=C(NCc1ccc(Cl)cc1)Nc1ccccc1Cl	9	-1	6
Cc1cc([N+](=O)[O-])ccc1NC(=O)C(C)[n+]1ccccc1 (configuration not stated)	-14	-4	-10
COC(=O)CSc1nc(C)c(C(=O)Nc2ccccc2C)c(-c2ccc(Cl)cc2)c1C#N	-34	-4	5
COc1ccc(C(=O)NCc2ccc3c(c2)OCO3)cc1S(=O)(=O)NCc1ccc(Cl)cc1	2	6	3
Cc1ccc2nsnc2c1NC(=O)c1ccccc1[N+](=O)[O-]	4	5	-1
O=C(N/N=C/c1ccccc1F)NC1CCCCC1	-80	4	-43
CC(C)(C)c1nnc(N/N=C/c2ccc(Br)cc2)n(N)c1=O	-14	-2	-15
Cc1ccc2c(c1)C(c1ccccc1)N(C(=O)c1ccc(S(=O)(=O)N3CCOCC3)cc1)CC(=O)N2 (configuration not stated)	-1	-6	-2
COC(=O)c1ccc(C)c(-n2c(C)cc(C=O)c2C)c1	-27	3	6
CCC(=O)NC(=S)Nc1ccc(NC(=O)c2ccco2)c(OC)c1	-27	7	-13
COc1ccc(C(=O)Nc2ccc3c(c2)C(=O)c2ccccc2C3=O)cc1OC	-8	-13	-13
COc1cc(/C=C/c2nc(N)nc(-c3ccccc3O)n2)cc(OC)c1OC	37	6	-7
CN(C)c1ccc(/C=N/NC(=O)CCC(=O)NCc2ccccc2)cc1	4	-6	-3
Cc1cc(C)c(NC(=O)COC(=O)Cc2ccsc2)c(C)c1	20	-3	38
O=C(CSc1nc2ccccc2c(=O)n1-c1ccc(F)cc1)Nc1cc(S(=O)(=O)N2CCOCC2)ccc1Cl	1	6	11
O=C(Nc1cccc(Cl)c1)C1C2CCC3C(CCC21)C3(Cl)Cl (configuration not stated)	-10	7	2
Cc1ccc2nc(SCC(=O)NC3CCCc4ccccc43)[nH]c2c1 (configuration not stated)	12	5	30
O=c1c2ccccc2nc(SCc2cc([N+](=O)[O-])cc3c2OCOC3)n1-c1ccccc1	-13	-17	-14
Cc1ccc(CSCC(N)C(=O)O)cc1 (configuration not stated)	-23	0	3
Cc1cc(C)nc(NNC(=O)NC2CCCCC2)n1	-20	1	15
CC(/C=C/c1ccccc1)=N/NC(=O)CCC(=O)Nc1ccccc1C	-32	0	-7
CC(C)(/C=N/NC(=O)CSCc1ccccc1Cl)CCC#N	8	6	-5
CCOC(=O)c1[nH]c2ccc(OC)cc2c1NS(=O)(=O)c1ccc(Cl)s1	4	7	6
N#Cc1c(Nc2ccccc2)sc(C(=O)c2ccc(F)cc2)c1N	32	4	-12

(further entries)
Structure	PAX8 inh HTS	FN deposit inh	LGR2 antag
COc1ccc(/C=C/C(=O)Nc2nonc2NC(C)=O)cc1	-21	-4	1
Cc1ccc(S(=O)(=O)N2CCOCC2)cc1C(=O)NC(=S)N(Cc1ccccc1)C(C)C	0	5	1
O=C(CC(C(=O)O)c1ccccc1)Nc1cccc2ccccc12 (configuration not stated)	8	-5	20
O=C(Nc1ccccc1Cl)N(Cc1nc2ccccc2c(=O)[nH]1)Cc1cccs1	-25	8	2
Cc1ccccc1NC(=S)NCc1ccccc1	5	-4	4
CCc1ccc(OCC(=O)Nc2ccc(-c3cc4ccccc4oc3=O)c(OC)c2)cc1	-11	6	14
CCc1cccc(NC(=O)Cc2ccc([N+](=O)[O-])cc2)c1	-1	1	-6
Cc1cccc(C(=O)N[C@H](C(=O)Nc2nnc(C3CC3)s2)C(C)C)c1	16	-5	-3
Clc1cccc(-c2ccc(C=Nc3ccc(N4CCOCC4)cc3)o2)c1	-13	1	35
CCOC(=O)C(NC(C)=O)(Nc1ccc(S(N)(=O)=O)cc1)C(F)(F)F (configuration not stated)	-21	-1	3
CC(C)(C)c1nnc(NC(=O)Cc2ccccc2[N+](=O)[O-])s1	7	6	-21
Cc1cc(-c2csc(NC(=O)c3ccc(S(=O)(=O)N(C)C)cc3)n2)c(C)n1-c1ccccc1	4	-2	41
O=C(Nc1ccc(Cl)cc1)Nc1ccc(N2CCCC2)c(S(=O)(=O)Nc2ccccc2Cl)c1	101*	-2	42
COc1ccc(S(=O)(=O)N(CCc2ccccc2)CC(=O)N/N=C/c2ccc3c(c2)OCO3)cc1	-3	0	-20
CCCCC(=O)Nc1cccc(NC(=S)NC(C)=O)c1	14	1	9
Cc1nn(Cc2cccc(Oc3ccccc3)c2)c(C)c1NC(=O)NC12CC3CC(CC(C3)C1)C2	-6	-2	-12
CCNC(=S)SCCOc1ccc(C)cc1	20	-6	-3
Cc1cc2ccccc2n2c(SCC(=O)Nc3ccc(S(=O)(=O)N4CCCCC4)cc3)nnc12	12	-6	0
Cc1cc(/C=C(\C#N)C(=O)O)c(C)n1C1CC1	3	1	5
COc1ccccc1NC(=O)CC(c1ccc(OC(C)C)cc1)c1ccccc1OC (configuration not stated)	-2	-7	12

A different layout for some results above.
Cc1nn(Cc2cccc(Oc3ccccc3)c2)c(C)c1NC(=O)NC12CC3CC(CC(C3)C1)C2
  PAX8 inh HTS = -6; FN deposit inh = -2; LGR2 antag = -12
Cc1cc(/C=C(\C#N)C(=O)O)c(C)n1C1CC1
  PAX8 inh HTS = 3; FN deposit inh = 1; LGR2 antag = 5
CCCCC(=O)Nc1cccc(NC(=S)NC(C)=O)c1
  PAX8 inh HTS = 14; FN deposit inh = 1; LGR2 antag = 9

(listing goes on)
Structure	PAX8 inh HTS	FN deposit inh	LGR2 antag
CC1(C)CC(=O)C2=C(C1)NC1=C(C(=O)c3ccccc31)C2c1ccc(O)cc1 (configuration not stated)	-2	-4	-3
CCCCn1c(=S)[nH]c2ccccc2c1=O	-13	2	29
COc1ccc([N+](=O)[O-])cc1NC(=O)Nc1cccc(Cl)c1	30	-5	22
CC(/C=N/NC(=O)Cc1cccn1C)=C\c1ccccc1	-64	-1	-62
Cc1ccc(Nc2nc3ccccc3s2)c(C)c1	-134	2	u
CCC(=O)Oc1ccc(C(=O)Nc2cccc(C(=O)NC(C)(C)C)c2)cc1	3	-3	-10
COc1ccc(Nc2nc(NCc3ccco3)nc(N/N=C/c3ccccc3Cl)n2)cc1	-23	-9	13
CCC(C)NC(=O)Nc1ccccc1F (configuration not stated)	-7	-4	3
COc1cc(/C=C/C(=O)c2ccc(NS(=O)(=O)c3ccc(C)cc3)cc2)cc(OC)c1O	81*	3	47
O=C(NC(=S)Nc1ccccc1N1CCCC1)c1ccc(F)cc1	5	-5	-14
CCCn1c(SCN2C(=O)c3ccccc3C2=O)nc2cc(Cl)ccc2c1=O	-6	3	2
CCOc1ccc(-n2cccc2C=O)cc1	-2	-8	7
COc1ccc(/C=N/NC(=O)CSc2ccccc2)cc1OC	-32	8	5
C/C(Cn1nnc2ccccc21)=N\OC(=O)c1ccccc1C	-10	-10	11
O=C(CCC1CCCC1)Nc1ccc([N+](=O)[O-])cn1	-71	-9	-13
CC(C)/C=N/NC(=O)c1cc(Br)ccc1O	10	-2	0
Cc1ccc(NC2=C(Cl)C(=O)N(C3CCCCC3)C2=O)cc1	4	6	-2
CC(C)c1cc(C(=O)N/N=C/C=C/c2ccccc2)n[nH]1	-13	4	1
CCOC(=O)N/N=C1\CCc2ccccc21	12	3	-4
COc1ccccc1NC(=O)c1ccc(NC(=O)c2cc3c(s2)CCC3)cc1	8	2	14
CCc1ccc(/C=C/C(=O)c2ccc(N3CCOCC3)cc2)cc1	-10	-2	-34
CCc1ccc(/C=C(\Cl)c2nc3cc(Cl)ccc3c(=O)[nH]2)cc1	17	-7	-5
CNC(=O)c1ccc(-c2ccc(Cl)c(Cl)c2)s1	-42	-5	-49
CCCCOc1ccc(NC(=O)C2OC3OC(C)(C)OC3C3OC(C)(C)OC23)cc1 (configuration not stated)	-13	-13	14
COc1ccccc1NCC(=O)N/N=C/C=C/c1ccccc1	-21	-5	-17
CCOC(=O)C(C)Oc1ccc2c(-c3cccc([N+](=O)[O-])c3)cc(=O)oc2c1 (configuration not stated)	3	-11	-7
CC(C)OP(=O)(OC(C)C)C(O)c1ccc2c(c1)OCO2 (configuration not stated)	14	-1	0
Cc1cc(C)c(C#N)c(SCc2cn3c(C)cccc3n2)n1	9	0	7
CSc1nnc(C)c(=O)n1COC(=O)COc1ccc2ccccc2c1	12	-4	-3
COC(=O)C(=O)/C=C(\O)c1ccc(C)cc1	-6	1	3
Cc1ccc2cc(C3CC(c4ccco4)=NN3C(=O)CCC(=O)O)c(Cl)nc2c1 (configuration not stated)	2	7	-2
CNC(=O)c1ccc(Nc2nnc(-c3ccc(C)c(S(=O)(=O)NCC4CCCO4)c3)c3ccccc23)cc1 (configuration not stated)	25	1	-20
COc1ccc(C)cc1NC(=O)CN(C)S(=O)(=O)c1cc(C)ccc1OC	1	-2	-5
Cc1ccc(NC(=O)Nc2cccc(Cl)c2)c(C(=O)O)c1	-34	-5	-20
COc1ccc(-c2n[nH]c(=S)n2/N=C/C=C\c2ccccc2OC)cc1	10	-1	10
Cc1ncc([N+](=O)[O-])n1CCOC(=O)c1ccccc1	32	1	-3
CC(Sc1nnc(-c2ccccc2Br)n1-c1cccc(C(F)(F)F)c1)C(N)=O (configuration not stated)	2	14	5
COc1ccc(N=CC2=C(O)CC(c3ccccc3)CC2=O)c(OC)c1 (configuration not stated)	22	-1	18
Cc1ccc(C(=O)c2sc(Nc3ccccc3)c(C#N)c2N)cc1	30	6	-20
N#CC1=C(N)OC2=C(C(=O)CC(c3ccccc3)C2)C1c1ccoc1 (configuration not stated)	-27	-10	10
CC1CCc2cc(F)ccc2N1S(=O)(=O)c1ccc(Cl)nc1 (configuration not stated)	-20	4	1

An excerpt. The share of hits here may be higher or lower than overall.
